Source: PubChem (Sanford-Burnham Center for Chemical Genomics)
TAG inh – triacylglycerol accumulation inhibition; H9c2 cells, Nile Red lipid (TAG) fluorescence; cells loaded with 200 µM oleic acid; inhibition, % at 12.5 µM; 0.66% of 230,000 active; AID 651582;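 active = pattern-corrected inhibition of lipid staining of at least 50% with the nuclear-stain viability signal not falling by more than 50%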;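 also: 0% = DMSO wells and 100% = triacsin C control wells; some results filed as inactive read as strong as hits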
TAG inh DAPI viability – second read-out of TAG inh, no call of its own (marks repeat the call); DAPI nuclei signal change (viability), lower = more cytotoxic, %;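 whole-well DAPI fluorescence read on a plate reader as a viability signal; minus 50 percent equals half of cells still viable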
Active calls of the source: *. The list is partial; the hit share may differ from the screen's.

SMILES | TAG inh | TAG inh DAPI viability
CCC(C)n1c(-c2cccc(S(=O)(=O)N(CC)CC)c2)n[nH]c1=S (stereo not given) | 6 | 6
CCOc1ccccc1CN1C(=O)c2ccccc2C1C(=O)NCC1CCCO1 (stereo not given) | 4 | -6
COCC1CCN(Cc2nc(-c3ccc(OC)cc3)no2)CC1 | -9 | 13
COc1cc(-c2[nH]ncc2CN2CCc3sccc3C2)cc(OC)c1OC | 4 | -1
CC(=O)Oc1ccc(-c2csnn2)cc1 | 4 | 1
CCNC(=S)N/N=C/c1ccc(C(=O)O)cc1 | -8 | 0
CCOc1ccc(Nc2nc3ccccc3n3nnnc23)cc1 | 6 | 4
CC(C)C(N)c1csc(NC(=O)Nc2ccccc2C(C)(C)C)n1 (stereo not given) | 10 | -3
COc1ccc(-c2cc(=O)c3cc(C)ccc3[nH]2)cc1 | 2 | 3
COC(=O)C1=C(CSCc2ccco2)NC(=O)NC1c1cc(C)ccc1C (stereo not given) | 18 | -2
Cc1ccc(NC(=O)NNC(=O)c2cc3ccccc3cc2O)cc1C | 9 | -9
O=C(COC(=O)Cc1ccc(Cl)c(Cl)c1)NCc1ccco1 | 5 | -7
O=C(N/N=C/c1ccc(OC(=O)c2ccco2)cc1)c1ccc[n+]([O-])c1 | 1 | 16
CCC(=O)Nc1nc2ccccc2n1Cc1ccccc1C | -22 | 3
CN(c1ccc(C(=O)NC2CC3CCC2C3)cc1)S(C)(=O)=O (stereo not given) | 24 | -16
CCCn1c(N)c(C(=O)CSc2nnc(N)s2)c(=O)[nH]c1=O | 4 | -2
COc1ccc(S(=O)(=O)NC(CC(=O)NCC2CCCO2)c2ccco2)cc1 (stereo not given) | -1 | -3
CCS(=O)(=O)Nc1ccc(C2=NN(C(C)=O)C(c3cccs3)C2)cc1 (stereo not given) | -8 | 11
CCC(=O)N1CCC2(CC1)Oc1ccc(Cl)cc1C(=O)C21CC(c2cccnc2)=NO1 (stereo not given) | -7 | -2
CCOC(=O)C1CCCc2c1[nH]c1c(C(N)=O)cccc21 (stereo not given) | -5 | 1
CCOc1ccc2oc(C(=O)NNC(=O)c3csc(N4CCOCC4)n3)c(C)c2c1 | 3 | 3
O=C(/C=C/c1ccccc1Cl)c1cccnc1 | -1 | -3
CCN(C(=O)CSc1nc2ccc(OC)cc2[nH]1)C1CCS(=O)(=O)C1 (stereo not given) | -23 | 2
COc1ccc(N2CC(C(=O)NCCC3=CCCCC3)CC2=O)cc1 (stereo not given) | -4 | 13
CCN1CCN(C(=O)c2cc3cc4cc(OC)ccc4nc3s2)CC1 | 7 | -3
CC1(C)OCC(N)(CO)CO1 | 9 | 0
C=C1c2cccc(OC)c2O[C@H](C(=O)OCC)[C@@H]1CC(CC)CCCC (stereo not given in full) | 7 | -18
O=C(CCc1ccc(O)cc1)NN=Cc1cc(Br)ccc1O | -6 | -17
Clc1cccc(-c2sc(Nc3ccccc3)n[n+]2-c2ccccc2)c1Cl | -107 | 15
COc1ccc(-c2n[nH]c(=S)n2-c2ccc(C)cc2)cc1 | 7 | 6
CCC(=O)Nc1cccc(-c2cc3ccccc3oc2=O)c1 | -3 | -2
C/C=C/c1ccc(OCCCCN2CCC(C)CC2)c(OC)c1 | -19 | 12
Brc1ccc([C@H]2CN3CCSC3=N2)cc1 | -7 | 3
COc1ccc(NS(=O)(=O)c2cccc(C(=O)NNC(=O)c3cccn3C)c2)cc1 | 19 | -10
O=C(COC(=O)CC1CC2CCC1C2)NC(=O)NCc1ccco1 (stereo not given) | 0 | -2
COc1ccccc1/C=C/C(=O)OCC(=O)N1CCCCC1 | 12 | -5
Brc1cc(Br)c2ncnc(N3CCCCC3)c2c1 | -3 | 7
O=C(NC1CCN(C(=S)NCCc2ccccc2)CC1)C1CCCCC1 | 11 | -17
O=C(NC1C2CC3CC(C2)CC1C3)C1CC1 (stereo not given) | -2 | 11
COc1cccc(CN(C)C(=O)c2cccc(NC(=O)CC3SC(N4CCCCC4)=NC3=O)c2)c1OC (stereo not given) | -8 | 8
CCn1c(=O)oc2cc(NC(=O)CCl)ccc21 | 35 | -22
CC(C)(C)c1ccc(Cn2nc(CC(=O)O)c3ccccc3c2=O)cc1 | 12 | -3
C/C(CC(=O)Nc1ccc([N+](=O)[O-])cc1)=N/NC(=O)C1C2CCCCC21 (stereo not given) | 4 | -10
COc1ccc(OCC(=O)Nc2cc(S(=O)(=O)N3CCCCC3)ccc2OC)cc1 | 4 | 1
CCOC(=O)C1CCCN(C(=O)Cc2ccc(C)cc2)C1 (stereo not given) | 0 | -3
Cc1ccc(C(=O)NC2(C(F)(F)F)N=C3SCCN3C2=O)cc1 (stereo not given) | -9 | 12
CC(=O)NC1C(=O)N=C(SCc2ccccc2)NC1=O (stereo not given) | 3 | -15
COc1ccccc1-c1nc(C(F)(F)F)c(OC)o1 | -14 | 13
C=CCOc1ccc2c(OC)c3ccoc3nc2c1OC | 6 | 23
COc1cccc(CN2CCN(Cc3nc(-c4cccs4)oc3C)CC2CCO)c1 (stereo not given) | -1 | 0
C#CCONC(=O)c1cc(OCC(F)(F)F)ccc1OCC(F)(F)F | -1 | 4
CCC(C)[C@H]1COCCS(=O)(=O)N1Cc1ccc(Cl)cc1Cl (stereo not given in full) | 15 | -8
O=C(CCCn1cncn1)N1CCCC(Nc2ccc(F)cc2)C1 (stereo not given) | -2 | -3
COc1ccc(N2CCN(C(CNC(=O)COc3ccccc3)c3ccco3)CC2)cc1 (stereo not given) | 21 | -3
CCOC(=O)c1[nH]c2ccccc2c1NC(=O)CCN1CC(C)OC(C)C1 (stereo not given) | -4 | -2
COc1ccc(CCNC(=O)c2ccc(OCc3c(C)noc3C)c(OC)c2)cc1 | -4 | 6
COc1cc2c(cc1OC)CN(C(=S)Nc1ccc(C)cc1C)CC2 | 8 | 1
CC(C)CC(=O)NC(=S)Nc1cccc(NC(=O)c2ccccc2)c1 | 10 | -5
CC(=O)c1ccc(N2CCN(CC(=O)Nc3ccccc3N3CCOCC3)CC2)cc1 | -11 | -14
Cc1c(/C=C2\SC(=Nc3cccc(C(=O)O)c3)NC2=O)c2ccccc2n1C | 6 | -1
Following part:
SMILES | TAG inh | TAG inh DAPI viability
CC(=O)C[C@H](O)CC(=O)[C@H]1OC(=O)[C@@H](C)CCCCc2ccccc21 | 0 | -9
CC(=O)c1ccc(S(=O)(=O)N(C)CC(=O)Nc2cc(C)on2)cc1 | 17 | -1
CCN(CC)c1cc(C)c2ccccc2n1 | -2 | 12
Cc1ccc(C(CNS(=O)(=O)c2ccc(Cl)cc2)N2CCN(C)CC2)cc1 (stereo not given) | 4 | 14
CCOc1ccc(N2C(=O)Nc3ccccc3C2(O)C(=O)NCc2ccc(OC)cc2)cc1 (stereo not given) | 13 | -9
Cn1ccnc1C(=O)c1ccc(NN)c([N+](=O)[O-])c1 | 0 | -12
OC[C@@H]1CN(Cc2ccccc2)C[C@H](n2cnc3c(NC4CC4)ncnc32)O1 | 6 | 0
O=C(Oc1cc(=O)oc2c1c(=O)n1c3c(cccc23)CC1)c1ccc(F)cc1 | 6 | -6
C=CCn1c(SCC(=O)Nc2c(C)cccc2C)nnc1-c1cnccn1 | 0 | 10
O=C(CCCCn1ccc(=O)[nH]c1=O)Nc1ccc(O)c(C(=O)O)c1 | 23 | -9
CCCNC(=O)COC(=O)c1ccc(S(=O)(=O)N2CCCCCC2)cc1 | 9 | -3
O=C(COc1ccc(/C=N/NC(=O)c2cccnc2)cc1)Nc1ccccc1 | 15 | 2
C[C@@H](C(=O)NCc1ccc(S(C)(=O)=O)cc1)[C@@H]1C[C@@]1(C)[C@@H](NC(=O)OCc1ccccc1)c1ccccc1 | -3 | -5
CC(C)(C)C(=O)N(Cc1ccccc1)c1ccccn1 | -24 | 19
Cc1ccc(CN2CCN(Cc3cnc(C)s3)CC2CCO)o1 (stereo not given) | -13 | 5
CCN(CC)C(=O)C(C(=O)c1cccc([N+](=O)[O-])c1)n1cc(Cl)ccc1=O (stereo not given) | 0 | 3
CCc1cc(C(=O)Nc2cc(Cl)ccc2N2CCN(C)CC2)sc1C | 6 | -1
COc1ccccc1-n1nnnc1SCC(=O)NCC1CCCO1 (stereo not given) | -9 | -3
CCC(C)NC(=O)C1CCCN(S(=O)(=O)c2ccc3c(c2)CC(C)N3C(C)=O)C1 (stereo not given) | -17 | 4
O[C@H]1COC2C1OC[C@@H]2O (stereo not given in full) | -6 | 6
O=C(c1ccncc1)N1N=C(C2CC2)CC1(O)C(F)(F)F (stereo not given) | -8 | -1
CCOC(=O)N1CCN(C2CCCN(C(=O)c3cccc(Cl)c3)C2)CC1 (stereo not given) | 5 | 4
CCCCN1C(=O)C(=O)N(CC(=O)Nc2cccc(C(C)=O)c2)C1=O | -4 | -5
CCc1ccccc1NC(=O)NNC(=O)CCc1ccc(OC)cc1 | 3 | 7

Brought forward from above: 2 compounds, followed by the next part.
SMILES | TAG inh | TAG inh DAPI viability
CCCCN1C(=O)C(=O)N(CC(=O)Nc2cccc(C(C)=O)c2)C1=O | -4 | -5
CCc1ccccc1NC(=O)NNC(=O)CCc1ccc(OC)cc1 | 3 | 7
c1ccc(-c2cc3c(N4CCCCC4)ncnc3s2)cc1 | 7 | 9
Cc1cc(C(=O)OC(C)C(=O)N2CCc3ccccc32)ccc1[N+](=O)[O-] (stereo not given) | -3 | 4
CCOc1ccc(CCN2C(=S)N([C@@H](CC(C)C)CN3CCCC3CN3C(=S)NC[C@@H]3CC(C)C)C[C@@H]2Cc2ccc(O)cc2)cc1 (stereo not given in full) | -32 | -39
CC(=O)c1cccc(NC(=O)CC2S/C(=N/N=C/c3cccs3)NC2=O)c1 (stereo not given) | 2 | 4
Cc1cc(C(=O)CN2C(=O)NC3(CCCCC3)C2=O)c(C)n1Cc1ccc2c(c1)OCO2 | -29 | 9
COc1ccc(OCC(O)CN2C(=O)NC(C)(C)C2=O)cc1 (stereo not given) | -8 | 11
O=C(COC(=O)/C=C/c1ccccc1)NC(=O)NCc1ccccc1 | 8 | 2
CCOn1c(=O)c(=O)n(OCc2ccccc2)c2ccccc21 | -1 | -7
COc1ccc(Cn2cc3c(-c4ccc(F)cc4)nnc-3c3cc(OC)c(OC)cc32)cc1 | -58 | 117
COc1ccc(-c2cnc(C(O)c3ccc(CN4CCCCC4)cc3)[nH]2)cc1 (stereo not given) | 4 | 12
COc1ccc(NC(C)=O)cc1NC(=O)c1c(C)noc1C | 1 | 1
O=C(COc1nncc2ccccc12)NCCC1=CCCCC1 | -15 | -1

18 structures out of the list, arranged by length of the SMILES, smallest number first.
SMILES | TAG inh | TAG inh DAPI viability
O[C@H]1COC2C1OC[C@@H]2O (stereo not given in full) | -6 | 6
CC(C)(C)C(=O)N(Cc1ccccc1)c1ccccn1 | -24 | 19
COc1ccccc1-n1nnnc1SCC(=O)NCC1CCCO1 (stereo not given) | -9 | -3
Cc1ccc(CN2CCN(Cc3cnc(C)s3)CC2CCO)o1 (stereo not given) | -13 | 5
COc1ccc(NC(C)=O)cc1NC(=O)c1c(C)noc1C | 1 | 1
CCc1ccccc1NC(=O)NNC(=O)CCc1ccc(OC)cc1 | 3 | 7
COc1ccc(OCC(O)CN2C(=O)NC(C)(C)C2=O)cc1 (stereo not given) | -8 | 11
O=C(c1ccncc1)N1N=C(C2CC2)CC1(O)C(F)(F)F (stereo not given) | -8 | -1
CCc1cc(C(=O)Nc2cc(Cl)ccc2N2CCN(C)CC2)sc1C | 6 | -1
CCOC(=O)N1CCN(C2CCCN(C(=O)c3cccc(Cl)c3)C2)CC1 (stereo not given) | 5 | 4
CCCCN1C(=O)C(=O)N(CC(=O)Nc2cccc(C(C)=O)c2)C1=O | -4 | -5
COc1ccc(-c2cnc(C(O)c3ccc(CN4CCCCC4)cc3)[nH]2)cc1 (stereo not given) | 4 | 12
CC(=O)c1cccc(NC(=O)CC2S/C(=N/N=C/c3cccs3)NC2=O)c1 (stereo not given) | 2 | 4
Cc1cc(C(=O)OC(C)C(=O)N2CCc3ccccc32)ccc1[N+](=O)[O-] (stereo not given) | -3 | 4
CCC(C)NC(=O)C1CCCN(S(=O)(=O)c2ccc3c(c2)CC(C)N3C(C)=O)C1 (stereo not given) | -17 | 4
CCN(CC)C(=O)C(C(=O)c1cccc([N+](=O)[O-])c1)n1cc(Cl)ccc1=O (stereo not given) | 0 | 3
Cc1cc(C(=O)CN2C(=O)NC3(CCCCC3)C2=O)c(C)n1Cc1ccc2c(c1)OCO2 | -29 | 9
CCOc1ccc(CCN2C(=S)N([C@@H](CC(C)C)CN3CCCC3CN3C(=S)NC[C@@H]3CC(C)C)C[C@@H]2Cc2ccc(O)cc2)cc1 (stereo not given in full) | -32 | -39

The list goes on:
SMILES | TAG inh | TAG inh DAPI viability
CC(=O)Nc1ccc(NC(=O)CSc2nnc(C)n2-c2ccccc2)cc1 | 4 | -8
CN1CCN(C(=O)CCS(=O)(=O)c2cc3c(cc2Cl)NC(=O)CO3)CC1 | 8 | -6
CC(C)c1ccc(N2C(=O)CC(NNC(=O)c3cccnc3)C2=O)cc1 (stereo not given) | 7 | -3
O=C(Nc1cccc2nsnc12)c1cccs1 | -5 | 32
CC(Oc1ccc(Cl)cc1)C(=O)N1CCCc2ccccc21 (stereo not given) | -9 | -2
C=CCOc1nc2c(c(=O)n(C)c(=O)n2C)n1Cc1ccccc1 | -24 | 9
Cc1ccc(S(=O)(=O)SC/C=C/CSS(=O)(=O)c2ccc(C)cc2)cc1 | 21 | 8
COCC(=O)Nc1ccc2c(c1)[C@@H]1C[C@H](CC(=O)NCc3ccccc3)O[C@@H](CO)[C@@H]1O2 | -4 | -2
CCOC(=O)C1CCN(S(=O)(=O)c2cn(C)c(=O)n(C)c2=O)CC1 | 2 | -9
Cc1ccc(S(=O)(=O)NC2=NCCCCC2)cc1 | -10 | 10
COc1cc(CNC(C)(C)CO)cc(Br)c1OCc1ccccc1 | 18 | -1
